# Source: PubChem (several laboratories)
# MEP2-GFP yeast: yeast TOR pathway MEP2-GFP modulation | GFP response vs DMSO, % at 10 µM | 0.51% of 330,000 active | S. cerevisiae MEP2-GFP strain, flow cytometry GFP, 3 h; 100% = DMSO control level | AID 2016;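 active = GFP response versus DMSO above a set limit, roughly screen mean plus 3 SD, cut at about 180% in these data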;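 note: median GFP fluorescence of the barcode-gated MEP2-GFP cells per well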
# ZTA counter: blocks Epstein-Barr virus ZTA, an EBNA-1 counter-screen | P03206 | ZTA-DNA binding, fluorescence polarization | inhibition, % at 11 µM | 0.15% of 320,000 active | AID 2234; in the data active = inhibition above about 33%
# proCasp3 act: activators of human procaspase-3; P42574; recombinant procaspase-3 D3A, Ac-DEVD-pNA absorbance 405 nm; activation, % at 8.5 µM; 0.11% of 330,000 active;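 active = activation above the mean of all tested compounds plus 3 SD, cut at about 21% in these data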;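 note: 0% = DMSO alone and 100% = DMSO wells spiked with extra 5 µM PC-3 D3A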
#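 Evaluation: percent activation relative to control range; Material: Procaspase-3 D3A mutant, all three cleavage aspartates alanine; Compound: single dose, 8.5 µM nominal compound, 0.8% DMSO; Replication: one well per compound; Signal: absorbance at 405 nm, 0 and 120 min; Schedule: 1 h preincubation plus 2 h reaction at 25 °C.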
# AHR activator: human AHR activation. activation, % at 5 µM. P35869. 2.5% of 320,000 active. AHR-responsive luciferase reporter cells, luminescence. AID 2796; in the data active = activation above about 47%;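 note: 0% = vehicle wells and 100% = reference agonist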
# EBNA-1 inh: blocks EBNA-1 binding to DNA | inhibition, % at 14.8 µM | EBNA-1 DNA binding, fluorescence polarization | 0.34% of 300,000 active; in the data active = inhibition above about 28%
# proCasp7 act: activates human procaspase-7, counter-screen for procaspase-3 activators; P55210; recombinant procaspase-7, Ac-DEVD-pNA absorbance 405 nm; D23A/D198A/D206A triple mutant, cannot self-cleave; scale: DMSO 0, 5 µM enzyme 100; activation, % at 8.5 µM; 0.093% of 330,000 active;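 active = percent activation above the screen-wide mean plus 3 SD, cut at about 25% in these data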
#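 signal = Epi-absorbance of released pNA at 405 nm, two timepoints | assay system = Uncleavable procaspase-7 mutant enzyme | reagent = Ac-DEVD-pNA substrate, 400 µM as added | times = 1 h enzyme–compound preincubation and 2 h substrate reaction, both 25 °C | benchmarks = low DMSO alone, high DMSO plus 5 µM PC-7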
# LAP4 TOR yeast: yeast TOR pathway LAP4-GFP modulation; S. cerevisiae LAP4-GFP multiplex, flow cytometry GFP, 3 h; median GFP as percent of DMSO wells; GFP response vs DMSO, % at 10 µM; 0.34% of 320,000 active; AID 2023;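 active = GFP response vs DMSO above a set limit, about the screen mean plus 3 SD, cut at about 150% in these data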
# RPL19A TOR yeast: modulators of TOR pathway RPL19A-GFP in S. cerevisiae; S. cerevisiae RPL19A-GFP strain, flow cytometry, 3 h; hits give low values; percent response vs DMSO, % at 10 µM; 0.3% of 330,000 active; AID 2025;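 active = percent response vs DMSO below 50%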;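 note: median channel GFP fluorescence of the barcoded RPL19A-GFP strain; ratio of sample median GFP to plate DMSO average so 100% = DMSO; lower means less RPL19A-GFP as with rapamycin TOR inhibition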
# The depositor's hits bear a star; . = not tested or not shown. Compounds were not picked by outcome; about 3.8% have a hit in one of these screens.
no.	SMILES	MEP2-GFP yeast	ZTA counter	proCasp3 act	AHR activator	EBNA-1 inh	proCasp7 act	LAP4 TOR yeast	RPL19A TOR yeast
1	O=C1N(Cc2ccccc2)c2ccccc2C12OCCO2	109	-21	1	4	-3	0	101	102
2	O=C(O)COCC(=O)Nc1ccc(Oc2ncnc3cc(Cl)ccc23)nc1	99	-8	4	1	3	-4	114	99
3	CCOc1ccc(OCCC(=O)OCC(=O)Nc2cc(OCC)c(N3CCOCC3)cc2OCC)cc1	98	-2	0	8	7	-4	115	105
4	CN(C1(C)CCS(=O)(=O)C1)S(=O)(=O)c1cccc([N+](=O)[O-])c1 (stereo not given)	98	-10	-8	3	3	3	101	101
5	Cn1cccc1C1CCCN1CC(=O)Nc1c(Cl)cc(Cl)cc1Cl (stereo not given)	99	.	-7	-1	.	-12	93	101
6	CSc1ccccc1OCc1cc(C(=O)NCC(C)(C)N2CCOCC2)no1	103	-20	9	3	-6	0	94	108
7	CCOC(=O)C1(Cc2cccc(OC)c2)CCCN(C(=O)c2cc(CC(C)C)[nH]n2)C1 (stereo not given)	100	-1	-1	21	-12	9	101	100
8	COc1ccccc1C(=O)c1c(C)c(CCC#N)n2ccccc12	111	-5	-15	-1	-6	-2	103	101
9	CCOC(=O)N1CCC(Nc2ccc3nnc(-c4ccccc4)n3n2)CC1	102	-1	5	20	-6	-5	92	96
10	Nc1ccc(N(c2ccccc2)c2ccc(N)cc2)cc1	96	-11	-6	-3	3	7	104	97
11	CC(C)(C)c1ccc(SCCc2cccnc2)cc1	122	-12	-8	6	-7	10	99	92
12	COc1ccc(C2=NN(C(=O)CSc3nccn3C)C(c3ccco3)C2)cc1 (stereo not given)	91	.	-2	-1	.	5	96	94
13	CC(C)(C)c1ccc(OCc2ccc(C(=O)N3CCOCC3)o2)cc1	107	-11	-4	17	0	-3	95	100
14	Cc1noc(/C=C/N(C)C)c1S(=O)(=O)N1CCN(c2ccc(F)cc2)CC1	100	-7	3	-1	0	2	88	92
15	Cc1ccc(-n2c(SCC(=O)Nc3ccc4c5c(cccc35)CC4)nc(O)cc2=O)cc1	105	-23	0	3	-1	-9	93	107
16	Cc1ccc(NS(=O)(=O)c2c(C)ccc3nsnc23)c([N+](=O)[O-])c1	106	-17	3	4	-4	8	102	102
17	c1ccc(C2Oc3ccccc3C3CC(c4cccs4)=NN32)cc1 (stereo not given)	119	-14	-23	48*	-10	-64	106	101
18	Nc1ncnc2c1ncn2CCN1CCCCC1	107	19	4	1	7	-1	106	101
19	CCOc1ccc(-n2ccnc(SCC(=O)Nc3ccc(CC)cc3)c2=O)cc1	96	-4	6	2	4	-4	122	96
20	N=c1c(-c2nc3ccccc3[nH]2)cc(C(=O)c2ccco2)nn1-c1ccccc1	103	7	6	47	-1	-2	86	99
21	CCc1nc2nc(C)c(NS(=O)(=O)c3ccc(C)c(C)c3)c(=O)n2[nH]1	113	-15	-5	1	-1	12	93	103
22	CC(C)N(C(=O)CSc1nc2ccccc2n1Cc1ccc(F)cc1)C(C)C	100	-1	2	1	-3	0	101	99
23	O=C(CSc1ccc(Cl)cc1)N1CCN(c2ccc([N+](=O)[O-])cc2Cl)CC1	98	-13	-13	-7	8	-13	107	102
24	CCOC(=O)c1cc(C(=O)NN)c(C)nc1C	104	-6	7	19	5	0	90	104
25	CCN(C(=O)Cn1cnc2c(nc3n2CCCCC3)c1=O)c1cccc(Cl)c1	96	-15	5	4	9	5	103	99
26	COc1ccc(/C=N/NC(=O)CNC(=O)c2ccncc2)cc1	95	9	5	2	-4	-5	96	98
27	O=C(c1ccc(Cl)c(S(=O)(=O)N2CCCCCC2)c1)N1CCOCC1	101	-10	0	0	-9	-1	102	100
28	Cc1cc(C)nc(NC(=O)c2csnn2)c1	97	0	-6	18	-2	-5	99	99
29	CC(=O)c1ccc(NC(=O)CCCCCn2nnc3ccccc3c2=O)cc1	102	-8	0	10	-1	3	104	97
30	CC1(C)Cn2c(nc(=O)c3c2NCN(CCc2ccccc2)C3)S1	105	-4	-4	1	-15	-5	105	114
31	Cc1ccc(-c2csc3nc(SCC(=O)N(C)C)n(Cc4ccccc4)c(=O)c23)cc1	123	8	-2	1	-5	9	110	105
32	O=C(N1CCOCC1)C12CC3CC(C1)CC(c1ccccc1)(C3)C2	99	8	-1	-2	3	12	96	97
33	OCC1(Cc2ccc(Cl)cc2)CCN(Cc2ccc(F)c(F)c2)CC1	96	10	8	2	0	1	95	92
34	CCN1C(=O)C2(C(C#N)=C(N)Oc3n[nH]c(COC)c32)c2ccccc21 (stereo not given)	103	-5	-3	-1	2	-1	91	97
35	CC12CCC(=O)N1C(C(=O)Nc1ccc(Br)cc1Cl)CS2 (stereo not given)	100	-3	7	-1	13	-3	105	99
36	CC(NC(=O)Cn1nc(C(=O)O)c2ccccc2c1=O)C12CC3CC(CC(C3)C1)C2 (stereo not given)	104	18	2	0	-7	-5	97	104
37	CC(=O)Nc1ccc(S(=O)(=O)NC2CCSc3ccccc32)cc1 (stereo not given)	97	-8	9	2	1	0	109	99
38	Nc1c(Cl)cc(C2=NCCn3c2c2ccc([N+](=O)[O-])cc2[n+]3[O-])cc1Cl	100	5	10	73*	10	-3	109	99
39	Cc1ccc(C)c(NS(=O)(=O)c2ccc(-c3cnc(C4CC4)o3)cc2)c1	106	-14	7	33	5	-8	119	103
40	O=C(N/N=C/c1ccc([N+](=O)[O-])cc1)c1cccc(N2CCCC2=O)c1	90	-20	4	24	0	8	74	103

# Continued; the last five above are carried over.
no.	SMILES	MEP2-GFP yeast	ZTA counter	proCasp3 act	AHR activator	EBNA-1 inh	proCasp7 act	LAP4 TOR yeast	RPL19A TOR yeast
36	CC(NC(=O)Cn1nc(C(=O)O)c2ccccc2c1=O)C12CC3CC(CC(C3)C1)C2 (stereo not given)	104	18	2	0	-7	-5	97	104
37	CC(=O)Nc1ccc(S(=O)(=O)NC2CCSc3ccccc32)cc1 (stereo not given)	97	-8	9	2	1	0	109	99
38	Nc1c(Cl)cc(C2=NCCn3c2c2ccc([N+](=O)[O-])cc2[n+]3[O-])cc1Cl	100	5	10	73*	10	-3	109	99
39	Cc1ccc(C)c(NS(=O)(=O)c2ccc(-c3cnc(C4CC4)o3)cc2)c1	106	-14	7	33	5	-8	119	103
40	O=C(N/N=C/c1ccc([N+](=O)[O-])cc1)c1cccc(N2CCCC2=O)c1	90	-20	4	24	0	8	74	103
41	O=c1[nH]c(O)c(N=Nc2ccc(Cl)c(S(=O)(=O)Nc3ccccc3Cl)c2)c(=O)[nH]1	100	.	5	5	.	-7	101	103
42	CC(=O)N1CCN=C1SCc1ccccc1Cl	102	5	6	1	1	0	100	101
43	Cc1ccc(NC2CCCN(C(=O)CCC3=NNC(=O)CC3)C2)cc1C (stereo not given)	149	-2	-5	8	-6	-6	96	107
44	CCn1ncc(NC(=O)Nc2cccc(C(F)(F)F)c2)c1C(N)=O	104	1	1	4	-10	7	107	95
45	CN(CC(=O)Nc1cccnc1)S(=O)(=O)c1ccc(Br)cc1	96	0	-2	1	-8	3	105	90
46	CN(CCNC(=O)CN1CCN(Cc2ccccc2Cl)C1=O)Cc1ccccc1	105	-24	-2	-3	3	-7	98	101
47	COc1ccccc1-c1nnc(SCC(=O)N2CCCCC2)o1	99	-4	-1	33	-10	7	96	103
48	COc1ccccc1NC(=O)CSc1nc2c(sc3ccccc32)c(=O)n1CCN(C)C	97	5	-20	41	10	-20	98	97
49	CC(C)[C@H](NC(=O)c1ccccc1Cl)C(=O)Nc1ccc(S(=O)(=O)Nc2nccs2)cc1	98	.	5	2	.	-1	101	99
50	CC/C(Cc1ccccc1)=N\NC(=O)c1cc([N+](=O)[O-])cc([N+](=O)[O-])c1	94	1	14	4	13	-1	91	95
51	COC(=O)c1ccc(C23CC4(C2)[C@H](CN(Cc2ccc(C(F)(F)F)cc2)[C@@H]4c2ccccc2)C3c2ccccc2)cc1 (stereo not given in full)	87	-15	-3	1	1	5	120	92
52	Cc1cc(C)c(C#N)c(SCS(=O)Cc2ccccc2)n1 (stereo not given)	105	-2	-15	-1	10	-2	107	101
53	CCc1ccc(NC(=O)Cn2nnc(-c3ccc(C)cc3-n3cnnn3)n2)cc1	101	-2	-2	11	11	-1	97	96
54	COc1cc([N+](=O)[O-])cc2cc(C(=O)N3CCCC3)c(=O)oc12	123	-18	5	3	13	2	100	107
55	CCN(CC)S(=O)(=O)c1cc(C(=O)Nc2ccccc2[N+](=O)[O-])ccc1Cl	106	-9	6	6	8	-8	90	100
56	COc1ccc(C2C(=O)N(C3CCCCC3)CC(=O)N2Cc2ccc3c(c2)OCO3)cc1 (stereo not given)	105	1	-6	0	3	2	107	112
57	CCCCc1ccc(/C(C)=N/Nc2cc(N3CCOCC3)nc(C)n2)cc1	107	32	3	5	10	-9	116	95
58	Cc1cccc(OCC(=O)Nc2ccccc2N2CCN(C(=O)C(C)C)CC2)c1C	105	0	0	-1	-11	12	98	99
59	COC(=O)CN1C(=S)N(c2ccc(F)cc2)C(=O)C1CC(=O)Nc1ccc(OC)cc1 (stereo not given)	93	3	2	2	2	6	112	97
60	O=C(CCc1ccc(Oc2cc([N+](=O)[O-])cc([N+](=O)[O-])c2)cc1)N1CCCCC1	93	-3	1	2	-20	-8	105	94
61	O=C1N(c2cccc(Cl)c2)C(c2ccc(Cl)cc2)N2CCCN12 (stereo not given)	99	7	12	1	2	2	99	108
62	COCCn1nnnc1C(c1ccccc1)N1CCN(C(=O)c2ccco2)CC1 (stereo not given)	104	-20	0	-3	-7	-2	88	109
63	CCc1nnc(NC(=O)c2ccc(S(=O)(=O)N(CC)CC)cc2)s1	97	12	1	-1	-6	-13	99	104
64	COc1cccc(-c2n[nH]c3c2CCC3)c1	104	-8	-2	31	5	5	117	98
65	Cc1cccc(N2CCN(C(=O)c3cccc(S(=O)(=O)N4CCCCC4)c3)CC2)c1C	96	.	1	0	.	-5	105	95
66	Cc1ccc(NC(=O)COC(=O)CN2C(=O)NC3(CCCC3)C2=O)cc1F	111	-8	9	0	.	1	105	99
67	OCCSc1nc(-c2cccnc2)nc2ccccc12	105	3	-3	20	-26	1	105	103
68	O=C(CCNC(=O)c1ccc(Br)cc1)Nc1ccccc1N1CCCCC1	99	9	7	-3	-1	-1	99	98
69	Cc1ccc(NC(=O)c2cccs2)cc1NC(=O)c1ccccc1Cl	100	-3	8	30	4	12	89	100
70	COCCNc1ccnc2c(Cl)cccc12	102	-6	11	11	-6	-12	94	111
71	O=C(/C=C/c1cccc([N+](=O)[O-])c1)NCCSCc1cccc(Cl)c1	108	-7	-6	2	0	-2	95	101
72	O=C(Nc1cccc2c1CCCC2)c1ccc(Br)o1	96	-11	10	1	2	-2	94	98
73	COc1ccc(CC(=O)Nc2nnc(-c3cccc([N+](=O)[O-])c3)s2)cc1	98	3	-1	-3	2	-7	97	99
74	COc1ccccc1NC(=O)C1CC(=O)N(c2ccc(F)cc2)C1 (stereo not given)	105	-25	-1	-3	-6	-1	112	109
75	O=C(NC(=S)Nc1ccccc1Br)C1CCCCC1	92	.	5	3	.	-4	96	101
76	O=C(O)CCCSc1nccn1-c1ccccc1	110	3	5	4	4	-8	115	94
77	CNC(=O)c1cnn(-c2nc(-c3ccc(OC)cc3)cs2)c1C(F)(F)F	106	-11	-8	9	-1	0	104	99
78	OC(CN1CCCCC1)CN1CCCCC1	97	-5	-1	-1	-10	1	102	107
79	CC(NC(=O)/C(=C\c1ccco1)NC(=O)c1ccco1)C(=O)O (stereo not given)	115	-3	-10	0	-14	-15	95	102
